# Bioassay records as filed in PubChem BioAssay.
# SSB-PriA inh – inhibitors of Klebsiella pneumoniae PriA binding to SSB C-terminal tail, primary screen, biochemical, AlphaScreen. PriA–SSB C-terminal tail interaction (Klebsiella pneumoniae). AlphaScreen SSBct-PriA binding, biotinylated peptide. inhibition, % at 33 µM. actives 0.6% (n = 430,000). AID 1272365, 2023; in the data active = inhibition mostly above about 37%, no sharp cut-off; inactive = mostly below about 20%;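 also: plate controls were negative control peptide for no effect and reference peptide for full effect; strong numbers were not always called active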
# Yp Topo-I inh – Yersinia pestis topoisomerase I inhibitors, primary screen, biochemical, cleavage product accumulation, plate reader, single point. DNA topoisomerase I (Yersinia pestis CO92). Y. pestis Topo-I cleavage product accumulation. activity, % at 10 µM. actives 0.064% (n = 360,000); in the data active = activity above about 50%, passing the limit was not always enough; also: inactives centre near 2
# Rv3671c protease – Rv3671c serine protease inhibitors, primary screen, biochemical, fluorescence polarization, M. tuberculosis H37Rv; P9WHR9; inhibition, % at 5.96 µM; actives 0.048% (n = 320,000); in the data active = inhibition above about 38%;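 also: extracellular domain of Rv3671c used as enzyme; 0% = enzyme with DMSO and 100% = no enzyme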
# Target sequence (P9WHR9 whole entry, looked up, the tested form may be a part): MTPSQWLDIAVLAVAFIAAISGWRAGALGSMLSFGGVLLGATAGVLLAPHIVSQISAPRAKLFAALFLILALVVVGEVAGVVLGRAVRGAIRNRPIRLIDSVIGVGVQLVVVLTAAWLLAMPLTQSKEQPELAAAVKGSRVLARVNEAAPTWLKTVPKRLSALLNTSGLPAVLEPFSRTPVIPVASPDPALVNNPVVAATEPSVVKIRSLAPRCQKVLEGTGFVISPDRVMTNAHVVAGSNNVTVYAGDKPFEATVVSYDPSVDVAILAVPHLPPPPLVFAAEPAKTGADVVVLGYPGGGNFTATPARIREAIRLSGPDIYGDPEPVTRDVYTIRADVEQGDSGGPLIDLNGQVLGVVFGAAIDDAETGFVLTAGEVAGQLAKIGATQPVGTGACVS
# MazEF act – activators of E. coli MazEF toxin-antitoxin RNase, primary screen, biochemical, fluorescence, uHTS; activation, % at 20 µM; FAM/BHQ RNA-DNA oligo cleavage fluorescence, 5 h; actives 0.32% (n = 350,000); AID 504720, 2011; Endoribonuclease toxin MazF (Escherichia coli (strain K12)), P0AE70; in the data active = activation above about 50%
# Target sequence (P0AE70 whole entry, looked up): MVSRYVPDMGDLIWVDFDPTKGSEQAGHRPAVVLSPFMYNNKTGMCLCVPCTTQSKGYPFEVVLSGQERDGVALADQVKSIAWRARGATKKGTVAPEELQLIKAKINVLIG
# DUSP3 inh – VHR1 phosphatase inhibitors, primary screen, biochemical, absorbance, uHTS | Dual specificity protein phosphatase 3 (Homo sapiens), P51452 | recombinant VHR phosphatase, pNPP absorbance | inhibition, % at 13.3 µM | actives 0.52% (n = 290,000) | AID 1654, 2009; in the data active = inhibition above about 50%; also: some compounds called inactive have numbers as strong as hits
# Target sequence (P51452 whole entry, looked up): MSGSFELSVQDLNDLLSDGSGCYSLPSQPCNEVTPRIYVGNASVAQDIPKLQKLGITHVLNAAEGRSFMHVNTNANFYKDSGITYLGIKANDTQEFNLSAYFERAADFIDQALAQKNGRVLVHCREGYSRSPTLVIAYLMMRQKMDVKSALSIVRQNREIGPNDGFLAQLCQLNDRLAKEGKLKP
# PrPC surface inh – inhibitors of human cell surface prion protein PrPC, primary screen, cell-based, TR-FRET. actives 0.43% (n = 370,000). inhibition, % at 13.8 µM. TR-FRET read-out. Major prion protein (Homo sapiens), P04156. AID 720596, 2013; in the data active = inhibition above about 24%; also: 0% = median of the test wells and 100% = reference compound wells
# CCHF vOTU inh – CCHFV vOTU protease inhibitors, primary screen, biochemical, Pep-AMC substrate, fluorescence. inhibition, % at 11.5 µM. actives 0.55% (n = 370,000); in the data active = inhibition above about 30%; also: 0% = vehicle wells with enzyme and 100% = no enzyme wells
# Vc quorum ag – inducers of Vibrio cholerae quorum light production without autoinducers, primary screen, BH1578 luxS cqsA deficient, single point | V. cholerae BH1578 lux reporter, luminescence, 6 h | activation, % at 18.7 µM | actives 0.16% (n = 350,000) | AID 588436, 2011; in the data active = activation mostly above about 9.7%, no sharp cut-off; also: not every result past the cut was called active; inactives centre near 0; reference of the scale not given here
# TcdB GH inh – TcdB glycohydrolase inhibitors, primary screen, biochemical, single point, plate reader. Toxin B (Clostridioides difficile), P18177. TcdB glycohydrolase enzymatic assay. inhibition, % at 9.99 µM. actives 0.24% (n = 350,000). AID 652162, 2013; in the data active = inhibition above about 10%
# 3CLpro inhibitor – SARS-CoV 3CLpro protease inhibitors, primary screen, biochemical, quenched FRET | actives 0.14% (n = 290,000) | inhibition, % at 6 µM | recombinant SARS-CoV 3CLpro, quenched FRET peptide cleavage | Replicase polyprotein 1ab (Severe acute respiratory syndrome coronavirus), P0C6X7; in the data active = inhibition above about 12%
# Starred values were filed as active, the others as inactive; i = inactive; nt = not tested or not shown; & = joins results of further samples. These rows are one share of the data (hit frequency here may not be typical).
SMILES,SSB-PriA inh,Yp Topo-I inh,Rv3671c protease,MazEF act,DUSP3 inh,PrPC surface inh,CCHF vOTU inh,Vc quorum ag,TcdB GH inh,3CLpro inhibitor
Cc1cc(NS(=O)(=O)c2ccc(NC(=O)CCCOc3cccc(C)c3C)cc2)no1,-2,9,-4,-4,-13,-2,15,-0.4,-0.3,1
O=C(O)CN1CCN(Cc2ccc(Cl)cc2)C1=O,-6,-1,7,4,9,7,1,i,-13,-7
CCCCc1nc(N2CCNCC2)c(C#N)c2c1CSC(C)(C)C2,3,4,-8,8,13,-6,4,-0.5,nt,0
CSc1nc2oc3c(c2c2nncn12)CC(C)(C)SC3,9,-2,-5,-7,-15,-3,-2,i,nt,-1
COc1cc([N+](=O)[O-])ccc1NC(=O)NCC1CCN(Cc2ccc(Cl)cc2)CC1,19,-19,-22,8,nt,-6,-6,i,-0.1,2
CCn1c(=NC(=O)CSC(C)=O)sc2cc(OC)ccc21,-7,3,2,-5,29,-4,1,0.3,1.8,-2
CN(C)c1ccc(N2C(=NC(=O)CCC3CCCC3)SC3CS(=O)(=O)CC32)cc1 (stereo not given),-1,-5,5,2,-2,-2,9,-0.3,0.7,-1
C=C(C)CSc1nnc([C@H](CCSC)NC(=O)OC(C)(C)C)o1,-3,7,1,4,-13,2,9,i,nt,-8
CC(CCc1ccc(O)cc1)NC1c2ccccc2-c2ccccc21 (stereo not given),-4,3,1,12,-24,13,-3,i,3.4,3
COc1ccc(S(=O)(=O)N(CC(=O)NCc2ccco2)c2ccc(C)cc2)cc1OC,1,10,-7,-7,7,2,10,-0.6,-5.3,4
COC(=O)c1nc2ccc(N3CCOCC3)cc2c(C)c1C(=O)OC,-3,8,-16,-15,22,-9,-10,0.3,0.1,-1
CC(O)c1nc2ccccc2n1CC(=O)Nc1ccc2c(c1)OCCO2 (stereo not given),2,7,1,13,-12,4,5,-0.3,-0.4,3
Cc1cc(N2CCN(c3ccccc3)CC2)nc(-c2ccccc2O)n1,-20,0,-5,3,18,-2,-7,i,nt,-2
COC(=O)c1ccccc1NC(=O)c1ccc(COc2ccc3c(c2)CCC3)cc1,-8,3,-1,-6,17,-8,7,i,nt,-4
Cc1cc2[nH]ncc2cc1NC(=S)NC(=O)c1ccccc1,7,5,-6,-12,29,14,1,-0.7,nt,6
CC(C)/C(=N\NS(=O)(=O)c1ccc(Br)cc1)c1cccs1,nt,5,-2,4,11,-1,7,1.2,0.7,3
O=C(Cc1cccc(NC(=O)C2CCCN(C(=O)CCc3ccccc3)C2)c1)Nc1cccc(C(=O)N2CCCC2)c1 (stereo not given),-16,12,0,9,nt,4,-3,0.4,0.5,nt
O=S1c2ccccc2Oc2ccccc21,-19,1,nt,6,nt,-2,3,i,3.6,nt
CCOc1ccccc1CN1CCNC(=O)C1CC(=O)NC1CCCCC1 (stereo not given),-7,12,-5,7,51*,3,-6,-0.3,-3.2,-7
COc1ccc(C(=O)Nc2ccc(S(=O)(=O)N3CCOCC3)cc2)cc1,-11,4,-15,3,nt,8,-4,-0.8,0.5,nt
COc1ccccc1NS(=O)(=O)c1cc(NC(=S)NCC2CCCO2)ccc1C (stereo not given),9,-3,1,4,7,-6,11,-0.1,3.2,-1
O=C(NCc1ccccc1)N1CCOCC1,-6,0,-3,-1,12,2,-7,-0.5,1.1,6
CCc1ccc(NC(=O)C2CCCN(S(=O)(=O)c3cccs3)C2)cc1 (stereo not given),-13,7,-10,1,10,22,3,-0.2,0.5,0
c1ccc(OCCSc2nc3ccccc3o2)cc1,-128,30,-8,2,19,1,10,-0.3,nt,4
COc1ccc(/C=N/N2CCN(c3ccc(Cl)cc3)CC2)cc1,nt,-8,2,-1,7,-3,11,1.5,0.8,-1
# The listing continues.
SMILES,SSB-PriA inh,Yp Topo-I inh,Rv3671c protease,MazEF act,DUSP3 inh,PrPC surface inh,CCHF vOTU inh,Vc quorum ag,TcdB GH inh,3CLpro inhibitor
CCSc1cc(N2CCOCC2)nc(-c2ccc(Cl)cc2)n1,-11,-8,-7,5,-2,-7,-18,-0.1,0.7,-2
Cc1cc(C(=O)NCc2cccs2)nn1C,-8,7,10,3,30,0,-3,-1.2,2.2,5
CCCn1cc(CN2CCC(Oc3ccc(C(=O)N4CCCC4)cc3)CC2)c(C)n1,-7,-10,4,8,30,5,-9,i,2.0,-5
COc1ccc(NS(=O)(=O)c2cc(NC(=O)c3ccccn3)ccc2OC)cc1Br,0,5,-24,-2,nt,12,7,-0.3,1.8,nt
Cc1ccc(-c2nn(CC(=O)NCC3CCCO3)c(=O)c3ccccc23)cc1 (stereo not given),-10,11,-6,-5,13,nt,nt,i,1.0,0
CCOC(=O)C1(Cc2cccc(F)c2)CCN(C(=O)c2cnccn2)CC1,-1,-6,1,2,9,6,-11,-0.1,1.0,-2
Cc1c(CCO)c(=O)[nH]n1S(=O)(=O)c1ccc(F)cc1,-5,17,-9,4,19,-1,12,i,0.6,-3
Cc1cccc(NC(=O)c2cc([N+](=O)[O-])ccc2N2CCCCC2)n1,1,-2,-6,-1,6,-6,9,i,1.7,1
O=S(=O)(NCc1ccc2c(c1)OCO2)c1cnc[nH]1,-10,-3,-3,-4,0,-6,1,1.2,0.6,-2
Cn1c(=O)c2c(ncn2CC(=O)OCC(=O)c2ccc(F)c(F)c2)n(C)c1=O,-2,-9,7,5,-9,2,-6,i,0.3,0
CCC(=O)NS(=O)(=O)c1cccnc1Nc1ccc(Cl)cc1,1,7,-2,3,9,0,6,-0.3,nt,4
CC1(c2ccncc2)Nc2ccccc2-c2nc3ccccc3n21 (stereo not given),-3,-7,-2,6,6,1,-226,-0.3,nt,-2
O=C(NCCc1ccccc1Cl)C1CCC(=O)N(C2CCCCCC2)C1 (stereo not given),-3,30,-3,-2,23,-10,0,7.1,0.7,1
O=C(O)COc1nsnc1N1CCOCC1,-5,7,3,8,-24,-3,18,-1.6,nt,0
COc1ccc(C2=NOC(CN3C(=O)c4ccccc4S3(=O)=O)C2)cc1 (stereo not given),9,4,-8,4,0,-7,14,i,nt,2
Cc1ccc(CN2C(=O)c3ccccc3C2C(=O)NCc2cccnc2)cc1 (stereo not given),-3,-5,-2,1,17,1,3,-0.3,4.5,4
CCOC(=O)C1CCN(C(=O)c2c(-c3c(F)cccc3Cl)noc2C)CC1,-20,-8,3,8,2,-1,16,-11,nt,3
O=C1CC(C(=O)NC2CCCCC2)C(c2ccccc2)O1 (stereo not given),-11,-9,-2,-5,-27,-6,0,-0.9,nt,-4
COc1ccc(-c2nc(Cn3c(SCc4ccc(F)cc4)nc4ccncc43)c(C)o2)cc1OC,9,22,-6,-19,17,-13,2,-0.2,1.4,-3
CCOC(=O)N1CC=C2C(C#N)=C(N)C(C#N)(C#N)[C@H](c3ccc(OC(C)C)c(OCC)c3)[C@H]2C1,-5,1,-8,18,22,-8,7,i,nt,-5
S=C1SCN(Cc2cccs2)CN1Cc1cccs1,nt,1,nt,0,nt,-1,16,-1.4,1.2,nt
COc1cccc(OC)c1C(=O)N=c1sc2cc(S(C)(=O)=O)ccc2n1C,11,3,1,3,2,2,5,-0.6,3.4,3
O=S(=O)(N=C(NS(=O)(=O)c1ccc(Cl)cc1)c1ccccc1)c1ccc(Cl)cc1,0,1,0,11,nt,4,18,-3.2,0.1,nt
COc1ccc(NC(=O)CSc2nc(N)c3cc4c(nc3n2)CCCC4)cc1,6,-5,-9,9,8,5,-3,1.6,nt,-3
O=C(COc1ccccc1)N1CCN(S(=O)(=O)Cc2ccccc2)CC1,-10,-6,-11,1,27,-4,7,i,-0.5,-7
# (listing goes on)
SMILES,SSB-PriA inh,Yp Topo-I inh,Rv3671c protease,MazEF act,DUSP3 inh,PrPC surface inh,CCHF vOTU inh,Vc quorum ag,TcdB GH inh,3CLpro inhibitor
CCOC(=O)Cc1csc(NC(=O)CSc2nnc(-c3ccc(F)cc3)o2)n1,-3,2,3,-7,4,9,9,-1.7,-9.1,-8
CCOC(=O)Cc1cnc(NC(=O)CSc2nc(N)cc(=O)[nH]2)s1,-6,11,5,4,7,7,-13,-0.6,0.1,-2
Cc1cc(C)n2c(SCC(=O)N(CC(C)C)c3c(N)n(CC(C)C)c(=O)[nH]c3=O)nnc2n1,-5,5,4,-1,26,-3,-23,-0.7,-0.6,-4
CC(C)CCNC(=O)NC(=O)CSc1nnc(-c2ccccc2F)n1N,-2,4,4,0,-6,-3,15,7.1,nt,3
CCOC(=O)C1=C(O)/C(=C\c2cccc(OC)c2)N=C1C,-7,1,-4,9,23,3,-9,i,1.2,2
CCn1c(SCC(=O)NC2CCCCC2)nnc1-c1ccccc1F,-5,9,-3,8,12,2,6,1.8,0.1,-5
NC(=O)CC12CC3CC(C1)CC(CC(N)=O)(C3)C2,-5,4,1,-4,5,3,-1,7.0,nt,-1
COc1ccc(-n2nc(C(=O)O)nc2-c2ccccc2)cc1,-13,-7,-8,3,-29,-10,7,-0.3,nt,-2
CCc1cc(=O)oc2cc(C)cc(OCC(=O)NCc3cccnc3)c12,-11,1,1,10,2,-4,-19,-0.2,1.0,-1
CC(O)(c1ccccc1)c1nc(-c2ccc3c(c2)OCO3)cs1 (stereo not given),nt,-2,nt,nt,nt,-4,1,1.0,1.4,nt
COc1ccc(NC(=O)CN(C)C(=O)CC2CCCC2)cc1,-2,-4,3,6,nt,10,-2,-3.8,-4.0,nt
CC(=O)Cc1nsc(NC(=O)c2ccc(-c3ccc(Cl)cc3Cl)o2)n1,-8,7,9,2,-10,-5,6,i,nt,5
O=C(CSc1nnc(CCc2nc3ccccc3[nH]2)n1-c1ccccc1)NCc1ccco1,-3,8,1,2,-5,-3,-3,i,nt,1
COc1cc(S(=O)(=O)NCc2ccc(F)cc2)ccc1-n1cnnn1,-6,-9,3,8,-35,6,6,-2.2,0.6,0
COc1ccc(C(C)NC(=O)c2ccccc2)cc1 (stereo not given),-7,6,-2,7,23,nt,nt,-3.3,nt,-4
COc1ccc(OC)c(NC(=O)COc2coc(CN3CCc4ccccc43)cc2=O)c1,0&-7,16,-4,3,nt,0,-9,-0.8,-0.2,nt
C=CCN1C(=O)C2C(C(=O)NC3CCCC3)C3C=CC2(O3)C1C(=O)NC1CCCC1 (stereo not given),-10,2,-4,1,16,7,13,0.7,-0.5,3
CC(=O)Nc1cccc(C(=O)NN2C(=O)NC3(CCC(C)CC3)C2=O)c1 (stereo not given),nt,-5,nt,-12,nt,-2,-2,i,0.6,nt
CC(C)C[C@H](NC(=O)C1CCC(CNC(=O)[C@@H]2CCCN2C(=O)OC(C)(C)C)CC1)C(=O)O (stereo not given in full),6,2,nt,9,9,-2,-7,-1.5,-0.9,-4

# Entries of single compounds, looked up by structure. Values in the order: SSB-PriA inh, Yp Topo-I inh, Rv3671c protease, MazEF act, DUSP3 inh, PrPC surface inh, CCHF vOTU inh, Vc quorum ag, TcdB GH inh, 3CLpro inhibitor
# CCc1cc(=O)oc2cc(C)cc(OCC(=O)NCc3cccnc3)c12 reads -11, 1, 1, 10, 2, -4, -19, -0.2, 1.0, -1
# Cc1cc(C)n2c(SCC(=O)N(CC(C)C)c3c(N)n(CC(C)C)c(=O)[nH]c3=O)nnc2n1 reads -5, 5, 4, -1, 26, -3, -23, -0.7, -0.6, -4
# CCOC(=O)Cc1csc(NC(=O)CSc2nnc(-c3ccc(F)cc3)o2)n1 reads -3, 2, 3, -7, 4, 9, 9, -1.7, -9.1, -8
